SR-BI HDL uptake: inhibitors of mouse SR-BI mediated HDL lipid uptake. Q61009. inhibition, % at 12.5 µM. hit rate 0.96% among 320,000. ldlA[mSR-BI] CHO cells, DiI-HDL uptake fluorescence, 3 h. AID 488896;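 active means mean replicate inhibition of at least 70% and a set share of replicates each scoring 70 or more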;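 further: 0% = median of neutral control wells and 100% = median of positive control wells; values of inactives mirror those of a sister screen read the other way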
Target sequence (Q61009 whole entry, looked up): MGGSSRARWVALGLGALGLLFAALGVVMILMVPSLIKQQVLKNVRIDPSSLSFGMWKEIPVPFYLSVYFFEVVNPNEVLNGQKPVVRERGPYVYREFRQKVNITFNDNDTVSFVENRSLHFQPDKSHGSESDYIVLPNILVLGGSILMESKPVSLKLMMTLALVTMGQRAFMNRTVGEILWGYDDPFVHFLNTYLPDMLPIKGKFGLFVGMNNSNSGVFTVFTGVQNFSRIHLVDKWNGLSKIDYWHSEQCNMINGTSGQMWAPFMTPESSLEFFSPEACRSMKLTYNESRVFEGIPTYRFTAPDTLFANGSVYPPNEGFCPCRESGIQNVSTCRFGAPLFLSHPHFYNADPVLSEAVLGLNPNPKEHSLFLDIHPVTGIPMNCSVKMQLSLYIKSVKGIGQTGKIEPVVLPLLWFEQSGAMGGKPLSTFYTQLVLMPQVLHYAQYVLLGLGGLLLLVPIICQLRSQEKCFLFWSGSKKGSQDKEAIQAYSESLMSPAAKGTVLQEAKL
CAL PDZ FP-1: blocks peptide binding to the human CAL PDZ domain. Q9HD26. AID 602252. hit rate 0.92% among 300,000. purified CAL PDZ, TMR-peptide fluorescence polarization, 1 h. inhibition, % at 24.9 µM;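 active means mean inhibition of at least 30% with at least half of replicates also reaching 30%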;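 further: 0% = DMSO neutral control and 100% = excess unlabeled competitor peptide PRC23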
Ecoli viability: reduces bacterial viability in AddAB counter-screen; hit rate 0.27% among 330,000; E. coli V3065 growth, OD600 absorbance, 18 h; inhibition, % at 11.9 µM;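 active means inhibition above the campaign's mean inhibition across all tested compounds plus 3 SD, cut at about 9.9% in these data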;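 further: uninfected addAB+ strain grown without phage in ampicillin broth; 0% = DMSO wells and 100% = ciprofloxacin 0.95 µg/ml wells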
Tat export inh: blocks Tat-dependent protein export in E. coli. AID 488895. inhibition, % at 10 µM. hit rate 0.036% among 340,000. E. coli MC4100 TorA-mCherry Tat export, fluorescence;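 active means mean replicate inhibition at least 50% and at least half of replicates individually reaching 50%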;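 further: exported cargo escapes ClpAP degradation while cytoplasmic cargo is degraded and loses fluorescence; 0% = median of neutral control wells and 100% = median of NaSCN control wells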
MITF act: MITF TRPM1 promoter activation in melanoma cells | activation, % at 12.5 µM | SK-MEL-5 TRPM1-promoter luciferase, 24 h; % of positive control, neutral wells = 0 | AID 588334 | hit rate 0.75% among 300,000;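 active means mean activation of at least 80% with every replicate also reaching 80%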;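 further: 0% = neutral control wells and 100% = parthenolide positive control wells; values of inactives mirror those of a sister screen read the other way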
AddAB inh: less growth of phage-infected E. coli with AddAB; E. coli expressing H. pylori AddAB, absorbance growth; inhibition, % at 11.9 µM; hit rate 0.29% among 330,000; in the data active means inhibition above about 12%;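 further: 0% = vehicle wells of infected cells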
CAL PDZ FP-2: blocks peptide binding to human CAL PDZ domain; Q9HD26; purified CAL PDZ, TMR-peptide fluorescence polarization, 1 h; inhibition, % at 20 µM; hit rate 0.02% among 330,000; AID 504414;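 active means highest replicate inhibition of at least 40%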;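 further: plate controls were DMSO neutral control wells for no effect and unlabeled competitor peptide control wells for full effect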
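material = purified tagged CAL PDZ domain construct (CerCALP) | buffer or medium = sodium phosphate/NaCl buffer pH 7.4 with TCEP, IgG, Thesit | reagent = TMR-labelled reporter peptide T*-PRC34 bound in PDZ groove | incubation = 1 h room-temperature incubation prior to read | measured by = fluorescence polarization (mP) | evaluation = percent inhibition from loss of millipolarization | control set = unlabelled peptide and DMSO controls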
SR-BI uptake up: SR-BI HDL lipid transfer activation; CHO ldlA[mSR-BI] cells, DiI-HDL uptake fluorescence, 3 h; 100 = double the neutral-control signal; activation, % at 12.5 µM; hit rate 0.096% among 320,000; AID 504775;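 active means mean replicate activation of at least 60% and every replicate at or above 60%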;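 further: 0% = median plate neutral-control signal and 100% = twice that signal; values of inactives mirror those of a sister screen read the other way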
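Test system: SR-BI-overexpressing, LDLR-lacking CHO cells; Medium: Ham's F12 with 0.5% BSA, HEPES 25 mM, pH 7.4; Schedule: 3 h, 37 °C; Technique: bottom-read fluorescence, 550/595 nm.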
phage Ecoli inh: E. coli growth loss with phage present; growth absorbance; inhibition, % at 11.9 µM; hit rate 0.26% among 360,000; in the data active means inhibition above about 11%
Wnt bcat act: activators of Wnt/beta-catenin signaling; Wnt/beta-catenin reporter cell assay, activator, plate reader; activation, % at 9.35 µM; AID 743398; hit rate 1.2% among 300,000; in the data active means activation above about 30%, passing the limit was not always enough;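 further: 0% = neutral control wells and 100% = positive control wells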
Active calls of the source: *; / = no result given.

SMILES	SR-BI HDL uptake	CAL PDZ FP-1	Ecoli viability	Tat export inh	MITF act	AddAB inh	CAL PDZ FP-2	SR-BI uptake up	phage Ecoli inh	Wnt bcat act
CCOC(=O)C(NC(=O)c1ccccc1)(OCC1(CC)COC1)C(F)(F)F (centres undefined)	23	0	0.9	-6	/	1.9	-2.0	-23	1.1	-8
COc1ccc(C(=O)O)nc1C	-10	-4	0.1	-6	-2	-0.2	-2.7	10	2.1	0
CCOc1ccccc1C(=O)OCC(=O)NCCc1ccc(OC)cc1	13	/	-1.9	-3	-2	2.8	-0.5	-13	2.5	-4
COc1ccc(C(=O)/C=C\N2CCOCC2)cc1	/	-22	2.3	1	3	3.1	-5.8	/	3.0	/
CC(C)[C@H](NC(=O)NC1CCN(Cc2ccccc2)CC1)C(=O)O	/	-3	2.0	-7	6	0.3	-1.9	/	2.0	-2
COc1ccccc1NS(=O)(=O)c1ccccc1C#N	-24	-3	0.2	-2	2	-0.8	-1.2	24	-0.1	/
CCOC1=C/C(=C/c2c(N)n3nc(-c4ccccc4)sc3nc2=O)C=CC1=O	24	11	/	-1	2	/	-0.8	-24	3.0	0
CC1CN(C(=O)C2CC(=O)N(c3ccc(Cl)cc3)C2)CC(C)O1 (centres undefined)	/	-6	3.7	-5	8	1.1	-3.3	/	-1.1	1
Clc1ccc(Cl)c(Oc2ccc(Oc3nc(Cl)ccc3Cl)cc2)n1	16	/	3.2	3	16	1.5	-0.5	-16	-0.4	-2
O=C(NCCCNC(=O)c1ccc(-c2cc(Cl)ccc2Cl)o1)c1cnccn1	-1	0	-0.3	4	3	5.0	-4.8	1	-0.6	0
NC(=O)C1CCN(C(=O)c2cccc3ccccc23)CC1	6	/	-1.4	0	-3	2.7	-5.4	-6	-0.1	0
CCN(CC)Cc1ccc(NC(=O)c2sc3cc(Cl)ccc3c2Cl)cc1	-8	-6	-5.0	0	/	-1.4	-1.8	8	3.3	-2
C/C=C/c1ccc(OCCCNCC(C)O)c(OC)c1 (centres undefined)	8	-3	0.8	-4	1	0.5	/	-8	3.0	-3
CCC1(CC)Cc2ccccc2-c2nc(NCCO)[nH]c(=O)c21	6	/	0.1	5	2	1.7	-3.6	-6	4.2	/
Cc1ccc2c(c1)[C@@H]1[C@H](CO2)[C@H](c2ccccc2)[C@@]2(C)C(=O)N[C@H](C)C(=O)N12	2	-2	0.1	-12	-7	1.9	-1.2	2	3.4	0
Cc1cccc(NC(=O)COC(=O)c2ccc3nc(C)c(C)nc3c2)c1	-34	/	-0.7	6	-5	1.2	-2.6	34	1.9	-2
Cc1nc(S(=O)(=O)N2CCN(C3c4ccccc4-c4ccccc43)CC2)cn1C	/	/	0.2	/	/	-1.1	/	/	0.9	-5
Nc1ccc(C(=O)NNC(=O)C2COc3ccccc3O2)cc1[N+](=O)[O-] (centres undefined)	-21	-1	-2.5	-4	1	-0.5	-1.4	21	0.7	2
O=C1CC(C(=O)O)S/C(=N\NC(=O)c2ccccc2)N1 (centres undefined)	-11	0	-1.1	-6	4	1.0	-1.6	11	4.4	-2
COc1cccc(-c2cc(C(=O)NCCc3ccccc3)no2)c1	-22	/	-1.1	-8	0	0.9	-2.1	22	2.2	/
CC(C)N(CC#CC(O)(c1ccccc1)c1ccccc1)C(C)C	-22	/	0.3	-1	-8	0.1	0.2	22	1.0	1
CNNC(=O)C(=O)NNS(=O)(=O)c1ccccc1	-16	/	2.8	-9	-4	2.5	-0.3	16	3.7	0
CC(C)Cn1c(N)c(C(=O)COC(=O)c2c(O)c(Cl)cc(Cl)c2Cl)c(=O)n(C)c1=O	-18	5	0.3	10	-10	3.4	-0.7	18	-2.9	-1
Cc1cccc(N(CC(=O)NC(C)(C)C)C(=O)CNC(=O)c2cccs2)c1	-3	/	3.6	13	-5	3.6	-0.1	3	4.3	-1
COc1ccccc1OCC(=O)Nc1cc2c(cc1C(=O)O)OCCCO2	7	-6	-2.2	4	18	2.9	-3.4	-7	0.9	-1

Single entries from the list.
SR-BI uptake up result of COc1cccc(-c2cc(C(=O)NCCc3ccccc3)no2)c1 = 22
Tat export inh result of CC(C)[C@H](NC(=O)NC1CCN(Cc2ccccc2)CC1)C(=O)O = -7
Ecoli viability result of Cc1cccc(N(CC(=O)NC(C)(C)C)C(=O)CNC(=O)c2cccs2)c1 = 3.6

Additional results follow:
SMILES	SR-BI HDL uptake	CAL PDZ FP-1	Ecoli viability	Tat export inh	MITF act	AddAB inh	CAL PDZ FP-2	SR-BI uptake up	phage Ecoli inh	Wnt bcat act
O=C(Cn1nnc(-c2ccccc2)n1)NNC(=O)c1ccco1	-3	0	6.8	-3	7	7.1	-0.5	3	0.0	0
CC(C)(O)C#Cc1ccccc1C(=O)NC(CC(N)=O)C(=O)O (centres undefined)	-1	-2	-2.6	9	-9	3.0	0.8	1	0.6	/
COc1ccc(/C=C(\NC(=O)c2ccc(OC)cc2)C(=O)NC(CCSC)C(=O)O)cc1 (centres undefined)	-17	-1	-0.5	-11	5	2.4	-1.1	17	2.1	/
Cc1c(Br)cc(C(=O)N2CCCCCC2)c(C)c1C	22	-4	-0.6	4	-19	-0.4	-2.4	-22	5.5	/
O=C1O/C(=C/C(=O)N2CCOCC2)c2ccccc21	4	-2	0.2	-5	-16	3.5	0.5	-4	3.3	/
CCOc1ccc(NC(=O)NC2CCCc3ccccc32)cc1 (centres undefined)	20	1	2.4	-6	0	0.9	-2.4	-20	-1.0	4
CCn1c(SCC(=O)Nc2ccccc2C)nc2nc3c(cc2c1=O)COC(C)(C)C3	-2	/	1.4	-1	-4	1.8	-1.7	2	-0.5	0
Cc1cnc(NC(=O)C2CCCO2)s1 (centres undefined)	0	-3	-1.2	3	14	-1.4	-2.1	0	1.4	2
O=C(CSc1n[nH]c(-c2ccccn2)n1)Nc1ccc(Cl)cc1	-4	-6	-6.7	-1	-19	1.8	-1.7	4	1.7	-2
CS(=O)(=O)Nc1ccc(C(=O)CSc2nnc(C3CC3)n2C2CC2)cc1	-20	/	/	2	1	/	-0.9	20	1.9	2
Sc1nnc(-c2ccc(Cl)cc2)n1Cc1ccccc1	19	-4	-0.6	-10	/	1.8	0.7	-19	1.0	-2
O=C(O)C(F)=C1c2ccccc2-c2ccccc21	/	/	-1.8	/	/	1.3	/	/	-2.8	6
COc1ccc(C(CNC(=O)Cc2ccccc2Cl)N2CCCCC2)cc1 (centres undefined)	-4	-4	-2.5	-8	10	2.2	0.5	4	0.8	0
COc1cc(C(=O)N2CCC(O)(c3ccccc3)CC2)cc(OC)c1OC	-28	-7	-1.6	-12	/	0.5	/	28	0.3	-2
COc1ccccc1-n1c(SCC(=O)Nc2ccccc2C)nc(O)cc1=O	7	-3	-0.3	-2	1	-0.8	-1.6	-7	2.3	-1
CCOc1ccc(C(=O)Nn2cnnc2)cc1OCC	-4	14	-0.1	-3	-5	-2.5	0.0	4	0.8	2
CC(C)C(c1nnnn1C1CCCC1)N1CCCCC1 (centres undefined)	-3	-1	1.1	3	4	-1.0	-1.2	3	0.5	-2
CC1CCCN(CCCOc2ccccc2-c2ccccc2)C1 (centres undefined)	-26	13	/	6	22	/	0.0	26	-0.3	0
CCN(CC)S(=O)(=O)c1ccc(Br)c(OC)c1	-2	-5	0.8	4	/	1.2	-4.0	2	1.4	/
C/C(=N\NS(=O)(=O)c1ccc([N+](=O)[O-])cc1)c1ccc(NC(=O)c2ccco2)cc1	-31	-6	0.7	3	68	7.7	-2.7	31	1.3	34*
O=C(OCc1cccnc1)C1=Cc2ccccc2OC1	-16	2	-1.8	2	25	5.1	-1.3	16	1.9	-1
CCCCc1nc2ccc(S(=O)(=O)O)cc2[nH]1	/	-2	0.7	5	8	0.6	-2.5	/	4.3	-1
Cc1ccc2nc(/C(C#N)=N/O)[nH]c2c1	-6	-7	2.3	0	/	3.2	-0.5	6	2.5	0
CCOC(=O)c1nn(-c2cccc(Cl)c2)c2nc(Nc3ccccc3)cc(=O)n12	-7	/	-1.3	-4	-13	-3.3	-6.6	7	3.3	0
Cc1ccc(-n2ncc3c(=O)[nH]cnc32)c(C)c1	-9	-3	-1.0	1	/	2.8	-2.4	9	0.6	/
Remaining list, next part:
SMILES	SR-BI HDL uptake	CAL PDZ FP-1	Ecoli viability	Tat export inh	MITF act	AddAB inh	CAL PDZ FP-2	SR-BI uptake up	phage Ecoli inh	Wnt bcat act
COc1ccc(NC(=O)C2CCC(=O)N2C(=O)OCc2ccccc2)cc1 (centres undefined)	-18	/	1.1	-8	12	2.1	-1.4	18	2.6	1
Cc1nc(-c2ccc(C(=O)Nc3ccccc3F)cc2)cs1	6	-6	0.6	-1	-46	0.2	0.0	-6	5.2	-26
O=C(Nc1ccccc1C(=O)O)c1ccc(N2C(=O)C3CC=CCC3C2=O)cc1 (centres undefined)	-8	-6	-1.2	-4	15	1.4	-0.4	8	0.2	0
CC(=O)c1c(C)n(C)c2ccc(OC(=O)c3ccco3)cc12	-14	7	1.1	-3	0	-1.2	-2.2	14	1.4	-1
CC(C)NC(=O)c1onc(CSc2ccc(F)cc2)c1C(=O)NC(C)C	-3	-1	1.0	1	11	0.5	-0.1	3	-0.6	-2
c1ccc(C[C@H]2CN=C(Nc3ccccc3)N2CC2CCCCCC2)cc1	0	-1	3.7	-5	4	1.6	0.1	0	2.5	-2
Cc1ccc(C(=O)N/N=C/c2c(O)ccc3ccccc23)cn1	93*	-3	-2.0	1	-61	-0.3	/	-93	-0.2	-1
COc1ccccc1OCCCCn1c(C(C)O)nc2ccccc21 (centres undefined)	-11	-1	-1.2	7	5	2.0	3.1	11	-0.2	0
Cc1ccccc1NC(=O)Cc1nnc(SCC(=O)Nc2ccccc2)n1C	2	-1	-0.2	9	2	-0.3	0.5	-2	3.0	-1
COC(=O)/C(=C/c1cccnc1)NC(=O)c1ccccc1	-22	2	0.1	-1	0	4.5	-0.3	22	4.7	1
COc1ccc(NC(=O)Nc2ccc(OCC(=O)N3CCOCC3)cc2)cc1OC	-11	-4	0.4	-8	-5	0.3	-0.9	11	-1.4	1
Cc1nc(-c2cccc(Br)c2)ccc1C(=O)O	2	-3	0.5	3	-1	2.6	0.3	-2	2.1	-2
CC1(C)CC(=O)C2=C(C1)N=c1s/c(=C/c3ccc(F)c(F)c3)c(=O)n1C2c1ccc(F)cc1 (centres undefined)	-1	-4	-0.3	-3	-9	1.3	-2.2	1	2.7	/
CS(=O)(=O)Nc1ccc(C(=O)NC2CCCCC2)cc1	-9	-1	1.2	-1	-2	3.3	-2.5	9	4.1	-1
Cc1nc(N2CCOCC2)nc2c1CCCC2	-2	-1	0.5	3	19	3.1	0.2	2	1.6	/
Cc1onc(-c2c(Cl)cccc2Cl)c1C(=O)Nc1ccc2c(c1)OCO2	-6	0	0.5	1	7	1.5	-2.5	6	3.6	-2
C=CCn1c(=S)[nH]c2cc(C(=O)Nc3ccc(F)cc3)ccc2c1=O	49	-4	2.0	-3	2	2.6	-0.8	-49	2.0	-1
CC(=O)n1cc([C@@H]2C=C(C(=O)N3CCN(C)CC3)O[C@H](OCc3ccc(CO)cc3)C2)c2ccccc21	-11	-3	0.7	2	-10	1.6	-1.2	11	2.1	-1

Screening data: PubChem BioAssay, several laboratories
